Cardiac RTF inh = cardiac RTF calcium desensitization | inhibition, % at 7.15 µM | IANBD-labeled cardiac RTF, Ca2+ fluorescence | 340,000 compounds, 0.12% hits | P19429+P45379;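 active = inhibition above the mean inhibition of all tested compounds plus 3 SD, cut at about 17% in these data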;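 note: assay run at fixed EC70 calcium of 1.6 mM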
V-ATPase pH = yeast V-ATPase proton transport regulation by pHLuorin | AID 504577 | response, % at 10 µM | S. cerevisiae, pHLuorin cytosolic pH fluorescence | 350,000 compounds, 0.37% hits; in the data active = response mostly above about 7.3%, no sharp cut-off; inactive = mostly below about 5.4%; note: actives read high; inactives centre near 0; some compounds called inactive have numbers as strong as hits
Keap1-Nrf2 PPI = inhibitors of human Keap1-Nrf2 protein-protein interaction; inhibition, % at 9.4 µM; Q14145; 340,000 compounds, 0.15% hits; Keap1 Kelch-Nrf2 peptide fluorescence polarization, 1536-well; in the data active = inhibition above about 12%;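 note: human Keap1 Kelch domain with fluorescein labeled Nrf2 9mer peptide probe; 0% = neutral control wells and 100% = peptide positive control; higher means more block of Keap1 binding to Nrf2 peptide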
CAL PDZ FP-1 = human CAL PDZ-peptide interaction inhibition; inhibition, % at 20 µM; purified CAL PDZ, TMR-peptide fluorescence polarization, 1 h; Q9HD26; AID 504414; 330,000 compounds, 0.02% hits;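 active = highest replicate inhibition of at least 40%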;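 note: plate controls were DMSO neutral control wells for no effect and unlabeled competitor peptide control wells for full effect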
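Test system: purified CerCALP PDZ construct; Compound dosing: one concentration, 20 µM compound; Also added: TMR-labelled reporter peptide T*-PRC34 bound in PDZ groove; Read-out: inhibition from polarization loss; Controls: unlabelled peptide and DMSO controls; Signal: FP readout, S and P plane fluorescence; Incubation: 1 h at RT.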
C-LANA FP = KSHV C-LANA DNA binding inhibition; MBP-C-LANA/FAM-LBS DNA binding, fluorescence polarization; inhibition, % at 9 µM; 340,000 compounds, 0.078% hits;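 active = highest replicate inhibition at or above 60% at 9 µM, even if other replicates fall short; inactive = all replicates below 60% inhibition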;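 note: 0% = neutral control wells and 100% = 4 µM acridine orange control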
CAL PDZ FP-2 = inhibitors of human CAL PDZ peptide binding | AID 602252 | 300,000 compounds, 0.92% hits | inhibition, % at 24.9 µM | purified CAL PDZ, TMR-peptide fluorescence polarization, 1 h;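 active = mean inhibition of at least 30% with at least half of replicates also reaching 30%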;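 note: 0% = DMSO neutral control and 100% = excess unlabeled competitor peptide PRC23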
NSD2 inh = blocks human histone methyltransferase NSD2 | NSD2 peptide methylation, AlphaScreen, 120 min | O96028 | inhibition, % at 12.5 µM | 310,000 compounds, 0.54% hits; in the data active = inhibition above about 50%
Target sequence (O96028 whole entry, looked up): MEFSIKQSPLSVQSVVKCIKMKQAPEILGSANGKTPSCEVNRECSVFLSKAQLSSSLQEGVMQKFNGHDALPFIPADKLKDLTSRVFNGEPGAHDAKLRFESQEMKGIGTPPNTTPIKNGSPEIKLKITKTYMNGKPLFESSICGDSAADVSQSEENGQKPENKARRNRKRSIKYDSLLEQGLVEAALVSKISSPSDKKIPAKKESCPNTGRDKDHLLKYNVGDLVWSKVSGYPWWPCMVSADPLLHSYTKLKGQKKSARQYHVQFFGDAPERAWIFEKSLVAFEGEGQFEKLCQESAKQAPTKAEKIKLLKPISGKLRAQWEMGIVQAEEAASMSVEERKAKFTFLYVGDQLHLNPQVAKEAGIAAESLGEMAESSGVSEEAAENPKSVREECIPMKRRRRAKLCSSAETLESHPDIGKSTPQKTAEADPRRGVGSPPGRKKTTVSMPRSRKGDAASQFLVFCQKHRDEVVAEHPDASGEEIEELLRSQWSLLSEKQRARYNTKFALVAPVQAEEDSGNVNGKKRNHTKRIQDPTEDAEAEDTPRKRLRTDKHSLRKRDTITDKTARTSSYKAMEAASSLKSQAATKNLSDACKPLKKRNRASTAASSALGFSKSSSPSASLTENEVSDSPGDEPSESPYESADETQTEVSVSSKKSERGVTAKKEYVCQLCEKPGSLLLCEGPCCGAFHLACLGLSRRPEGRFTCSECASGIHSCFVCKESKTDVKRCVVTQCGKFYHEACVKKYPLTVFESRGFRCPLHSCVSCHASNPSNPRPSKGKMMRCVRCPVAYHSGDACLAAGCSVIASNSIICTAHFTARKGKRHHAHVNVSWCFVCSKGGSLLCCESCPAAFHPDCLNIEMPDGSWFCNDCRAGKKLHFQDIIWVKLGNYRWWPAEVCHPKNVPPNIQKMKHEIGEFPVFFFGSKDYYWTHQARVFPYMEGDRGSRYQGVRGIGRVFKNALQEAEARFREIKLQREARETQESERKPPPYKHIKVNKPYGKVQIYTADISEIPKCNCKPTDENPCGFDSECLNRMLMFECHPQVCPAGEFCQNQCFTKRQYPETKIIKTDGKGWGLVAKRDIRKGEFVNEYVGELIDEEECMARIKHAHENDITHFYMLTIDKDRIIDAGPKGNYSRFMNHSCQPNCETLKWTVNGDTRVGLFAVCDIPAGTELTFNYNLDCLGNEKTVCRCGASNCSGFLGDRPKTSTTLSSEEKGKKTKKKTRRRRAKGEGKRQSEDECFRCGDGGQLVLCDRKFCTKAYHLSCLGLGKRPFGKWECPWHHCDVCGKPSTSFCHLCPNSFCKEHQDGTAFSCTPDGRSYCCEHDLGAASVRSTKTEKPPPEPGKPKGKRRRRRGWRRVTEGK
DSG3 Ab inh = human desmoglein-3 autoantibody binding inhibition. P32926. DSG3-coupled beads, scFv-anti-DSG3-GFP binding, flow cytometry; stronger effect = lower value. binding (percent of control), % at 10 µM. 310,000 compounds, 0.48% hits. AID 588358;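 active = binding more than 3 SD below its plate's average and above zero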;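 note: hits lower antibody fragment binding to DSG3; some compounds called inactive have numbers as strong as hits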
DAGLB inh = diacylglycerol lipase beta (human) inhibition | inhibition, % at 5.17 µM | AID 504411 | HEK293T DAGLB membrane lysate, EnzChek fluorogenic substrate | Q8NCG7 | 340,000 compounds, 0.059% hits; in the data active = inhibition above about 34%;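 note: 0% = enzyme with vehicle and 100% = wells lacking enzyme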
Arr AP2 block = blocks beta-arrestin peptide binding to AP2 adaptin; FITC-arrestin peptide / GST-AP2 beads, flow cytometry; AP2 beta2 appendage carries R879A mutation; inhibition, % at 10 µM; 340,000 compounds, 0.31% hits; AID 504490;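 active = inhibition above a set limit, near 3 SD of compounds lacking own fluorescence, cut at about 54% in these data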;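 note: plate controls were DMSO wells for no effect and 5 µM unlabelled arrestin peptide for full effect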
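System: GST-AP2 R879A glutathione beads; medium: PBS, Tween 20 0.05%, BSA 0.1%; reagent: fluorescein-tagged arrestin peptide at 50 nM final; schedule: pre-incubation 12 min, peptide binding 1 h, room temperature; detection: flow cytometry, FL1 (488/535 nm); read-out: inhibition as reduced fluorescein signal on beads, percent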
Active calls of the source: *; . = not tested or not shown.

SMILES	Cardiac RTF inh	V-ATPase pH	Keap1-Nrf2 PPI	CAL PDZ FP-1	C-LANA FP	CAL PDZ FP-2	NSD2 inh	DSG3 Ab inh	DAGLB inh	Arr AP2 block
O=C1NC(c2cccs2)C(C(=O)c2ccccc2)C(O)(C(F)(F)F)N1 (configuration not stated)	-12	-2	-1	-0.2	-0.4	-3	-6	131	2	-6
O=c1c2ccccc2c(-c2n[nH]c(=S)o2)nn1Cc1ccccc1	0	-4	-7	-18	-1.1	0	-2	96	11	-80
COc1ccccc1N1CCCSC1=Nc1ccccc1	.	-2	.	.	.	.	-2	98	0	.
COc1ccccc1/C=C/C(=C1/C(=O)N(c2ccccc2)N=C1C)c1ccc(C)cc1	-19	-1	-5	0.3	-0.1	1	4	99	0	3
CN(Cc1ccccc1O)CC1CCCN(CCc2ccc(Cl)cc2)C1 (configuration not stated)	0	-1	1	-1.7	-0.7	2	9	112	-1	28
O=c1c2c3c(sc2nc2sc(CN4CCOCC4)cn12)CCCC3	1	1	-7	0.8	0.1	-6	1	107	-2	5
CCC1(C)Cc2ccccc2-c2[nH]c(=S)[nH]c(=O)c21 (configuration not stated)	-1	-3	-4	-0.9	1.2	-5	0	110	3	6
COc1ccccc1N(CC(=O)NCc1cccnc1)S(C)(=O)=O	4	0	-2	-0.3	-1.7	3	-2	98	0	1
O=C(CCc1nnc2n(Cc3ccc(F)cc3)c(=O)c3ccccc3n12)N1CCN(c2ccccn2)CC1	-12	7	-1	-2.8	1.7	-3	-1	109	3	-24
COc1ccccc1C(=O)NCC(=O)NC(C)c1ccc(-n2ccnc2)cc1 (configuration not stated)	-3	4	-3	-0.1	-0.1	-2	-1	102	1	-13
COc1ccc(N2CCN(C(c3ccccc3OC)c3nnnn3C3CCCC3)CC2)cc1 (configuration not stated)	6	1	-2	-1.8	0.2	1	16	102	1	3
O=C(COC(=O)c1ccc2ncsc2c1)Nc1ccc(Cl)cc1	4	4	0	-1.6	-1.2	.	0	101	-3	27
COc1ccc(OC)c(NS(=O)(=O)c2cc(OC)ccc2OC)c1	1	0	-3	-2.3	-0.8	-1	.	121	2	5
CCOc1ccc(Nc2cc(=O)oc3ccccc23)cc1	-3	-1	-5	-1.0	-0.3	-1	-1	106	1	16
Cc1cc(C)cc(OCC(=O)NC2=NCCS2)c1	-5	2	-1	-1.7	0.2	-5	-1	101	2	19
Cc1nc2c(-c3ccc(Cl)cc3)c(C)[nH]n2c(=O)c1Cc1ccccc1	-4	-2	2	-6.8	-0.6	4	-9	99	5	-2
COc1ccccc1-n1c(-c2cc(-c3ccco3)[nH]n2)n[nH]c1=S	-1	6	0	-0.7	5.0	.	0	104	-2	-7
CCOc1ccc(N2C(=O)CC(N3CCN(c4ccc([N+](=O)[O-])cc4)CC3)C2=O)cc1 (configuration not stated)	-4	-1	4	0.5	3.2	.	21	108	2	6
O=C(NCC1(O)CCCCC1)C1CCC(=O)N(Cc2ccccc2F)C1 (configuration not stated)	-2	-4	3	-1.2	1.1	-4	1	101	-1	4
O=c1[nH]nc(-c2ccc(OCc3ccc(Cl)cc3Cl)cc2)o1	0	-1	-1	-0.2	-0.5	-1	-2	105	-4	42
Cc1cc(CNC(=S)Nc2ccc(Br)cc2Cl)nn1C	-1	5	-2	3.5	-1.9	-3	-6	106	2	34
CCN1C(=O)CSC1=Nc1ccc(C(=O)OC)cc1	.	0	.	.	.	.	0	95	-4	.
C=CCNC(=O)c1ccc2c3n(nc2c1)-c1ccc(C)cc1CO3	0	-3	-5	-5.7	0.8	-3	.	109	2	-11
Cc1ccc(-c2nnc(OCc3cccnc3)c3ccccc23)cc1	-6	0	1	7.1	0.1	2	1	116	-3	19
CCN(CC(=O)NCc1ccc(Cl)cc1)C(=O)/C=C/c1ccc(Cl)c([N+](=O)[O-])c1	-6	-1	-3	-0.9	1.9	.	1	.	2	33

Other structures:
SMILES	Cardiac RTF inh	V-ATPase pH	Keap1-Nrf2 PPI	CAL PDZ FP-1	C-LANA FP	CAL PDZ FP-2	NSD2 inh	DSG3 Ab inh	DAGLB inh	Arr AP2 block
COCCN1C(=O)c2ccccc2C(C(=O)NCC2CCCO2)C1c1c[nH]c2ccccc12 (configuration not stated)	3	1	-3	0.9	-0.4	-3	0	116	0	4
Cc1ccc(N(C)S(=O)(=O)c2c(C)[nH]c(C)c2C(=O)N2CCCC2)cc1	3	7	-1	-0.5	-0.1	7	6	87	2	-18
COc1ccccc1S(=O)(=O)CC(O)COc1ccccc1Cl (configuration not stated)	-6	4	-6	-1.3	-0.3	0	-1	125	-2	-5
COc1ccccc1NC(=S)NC(NC(=O)C(C)C)C(Cl)(Cl)Cl (configuration not stated)	-18	1	5	-0.3	3.5	-9	0	108	5	-6
O=C1c2ccccc2C(=O)N1CCn1ccnc1	-4	-3	2	-0.5	-0.2	-2	-1	106	1	1
N#Cc1ccccc1CN1C(=O)c2ccccc2S1(=O)=O	-4	3	1	5.1	1.3	.	27	94	-2	6
CN(CC(=O)N1CCN(C2CCCCC2)CC1)S(=O)(=O)c1cccc2nsnc12	3	7	-2	-1.3	-1.7	-2	-3	102	0	35
Cc1ccc(S(=O)(=O)N2C(=O)CCC2C(=O)NCc2ccco2)cc1 (configuration not stated)	-5	-2	-5	-1.1	-1.7	.	-1	91	1	2
COc1cccc(/C=C(/C(=O)OCC(=O)NCC2CCCO2)c2ccccc2)c1 (configuration not stated)	-13	0	-7	-3.0	0.0	-6	-3	89	0	0
CN(C)S(=O)(=O)c1ccc(C(=O)Nc2cc(=O)n(C)c(=O)n2C)cc1	10	1	-1	-0.3	0.5	-4	-1	109	-2	13
Fc1cccc(-c2oncc2-c2nnnn2-c2ccc(Cl)cc2)c1	0	-1	-5	-1.1	4.2	-5	-3	.	0	10
O=C(Nc1ccc(N2CCCCC2)c(S(=O)(=O)Nc2ccccc2Cl)c1)c1cccnc1	5	0	-1	-0.6	-2.1	-2	4	91	0	3
Cc1ccc(C(=O)NCC(=O)OCC(=O)c2ccc(Cl)s2)cc1	-5	-2	-2	0.3	-0.8	.	-1	105	-1	-1
Cc1ccc(C(C(=O)NC2CCCC2)N(C(=O)c2csnn2)c2cccc(F)c2)o1 (configuration not stated)	2	4	2	-0.8	1.0	1	-1	115	2	-10
COc1cccc(-c2nnc(SCc3nc4ccccc4s3)n2C)c1	-10	-3	-1	-1.4	-1.4	-4	1	106	-2	0
O=c1cc(-c2ccccc2)nc(/C=C/c2ccccc2)[nH]1	-2	-1	-3	-1.3	-0.8	7	1	90	0	-3
CCCOc1cccc(C(=O)Nc2ccc(CN3CCOCC3)cc2)c1	0	-1	-1	0.0	1.6	-3	0	93	-3	0
COc1ccc(CCNC(=O)CS(=O)(=O)c2cn(CC(=O)N3CCOCC3)c3ccccc23)cc1OC	-6	-1	-3	-0.3	-0.9	0	18	102	-3	-9
Cc1ccccc1-c1n[nH]c(=S)n1/N=C/c1ccc(-c2ccccc2Br)o1	-3	0	-3	-2.1	-3.6	5	1	97	3	-1
COc1ccc(NC(=O)CN(C)C(=O)Cc2ccsc2)cc1	3	-2	-1	-2.1	-1.6	-1	-2	.	-1	16
CCOc1ccc(OCC)c(NC(=O)CN(c2ccc(OC)cc2)S(=O)(=O)c2c(C)noc2C)c1	-2	0	-2	-3.6	0.1	0	1	98	0	22
Cc1cc(C(=O)Nc2ccc(N3CCOCC3)c(Cl)c2)c(C)o1	3	-2	-1	-0.8	-1.5	2	3	.	-1	1
CNC(=O)N(O)C1N(/N=C/c2ccc(C)cc2)C(=S)SC1(C)C (configuration not stated)	-5	-2	-1	-1.0	-1.3	-2	2	104	-2	-9
CCOC(=O)CN1C(=O)/C(=C/c2c(F)cccc2Cl)Oc2ccccc21	-1	2	0	-0.9	0.4	-4	-9	95	-8	3
CC(C)c1ccc(N2C(=O)CC(NNC(=O)c3cccnc3)C2=O)cc1 (configuration not stated)	5	0	3	-1.4	2.0	.	3	108	1	-8
NS(=O)(=O)c1ccc(S(=O)(=O)N2CCN(C3CCCC3)CC2)cc1	2	1	2	-0.7	-1.4	.	118*	121	3	9

Not all compounds are listed; rates above refer to the full screens.
